AGP1 TOR yeast = modulators of AGP1-GFP expression in yeast TOR pathway, primary screen, cell-based, multiplex flow cytometry, S. cerevisiae, MLPCN library; 3 h; GFP as percent of DMSO wells; GFP response vs DMSO, % at 10 µM; 320,000 tested, 0.02% active;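 active means GFP response relative to DMSO above a set limit, near screen average plus 3 SD, cut at about 150% in these data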;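 further: median GFP channel fluorescence of the gated AGP1 strain per well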
VLA-4 inh = inhibition in human VLA-4 binding assay, primary screen, VLA-4 allosteric modulator project, MLPCN library, flow cytometry, VLA-4 expressing cells; ligand binding flow cytometry; inhibition, % (about 7 µM as worked out from the volumes in the protocol); 330,000 tested, 0.2% active; AID 2557, 2010; in the data active means inhibition above about 50%
Bcl-xL primary = inhibitors of human Bcl-xL, primary screen, biochemical, fluorescence polarization, HTS. Bcl-2-like protein 1 (Homo sapiens), Q07817. GST-Bcl-xL / FITC-Bim BH3 peptide fluorescence polarization. inhibition, % at 10.9 µM. 320,000 tested, 0.7% active. AID 2129, 2009;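 active means inhibition above the mean of all tested compounds plus 3 SD, cutoff set per campaign, cut at about 30% in these data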;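 further: 0% = DMSO wells and 100% = unlabeled Bim-BH3 peptide competitor; inhibitors lower millipolarization by displacing the labeled peptide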
Target sequence (Q07817 whole entry, looked up): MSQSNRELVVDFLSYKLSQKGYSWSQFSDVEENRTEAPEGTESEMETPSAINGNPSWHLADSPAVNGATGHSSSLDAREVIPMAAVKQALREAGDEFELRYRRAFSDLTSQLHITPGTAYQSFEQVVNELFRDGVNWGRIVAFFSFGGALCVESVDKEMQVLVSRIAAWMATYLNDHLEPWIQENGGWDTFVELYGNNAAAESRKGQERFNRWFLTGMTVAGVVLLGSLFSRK
MEX-5 binding = MEX-5 zinc finger RNA-binding disruptors – biochemical, C. elegans, fluorescence polarization, MLPCN library, primary screen; MEX-5/FITC-TCR2 RNA binding; stronger effect = lower value; Zinc finger protein mex-5 (Caenorhabditis elegans), Q9XUB2; 300,000 tested, 0.38% active; activity score (negative = inhibition of binding), % at 10 µM;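 active means inhibition past about -25% in most replicates, and total fluorescence under double the plate's negative control median, limit read from the data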;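 further: 0% = DMSO and -100% = 5 µM competing unlabeled TCR2 RNA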
MCL1-BIM inh = inhibitors of MCL1 binding to BIM-BH3, primary screen, biochemical, fluorescence polarization; Induced myeloid leukemia cell differentiation protein Mcl-1 (Homo sapiens), Q07820; GST-MCL1 / FITC-Bim-BH3 fluorescence polarization; inhibition, % at 10.9 µM; 320,000 tested, 0.68% active; AID 2057, 2009;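 active means inhibition above the mean inhibition of all tested compounds plus 3 SD, set per campaign, cut at about 40% in these data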;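 further: 0% = DMSO wells and 100% = unlabeled Bim-BH3 peptide control; higher means more loss of mP so more displacement of Bim peptide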
GRK2 inh = compounds blocking aptamer binding on GRK2 – biochemical, human GRK2, bead flow cytometry, HTS, primary screen. Beta-adrenergic receptor kinase 1 (Homo sapiens), P25098. FAM-aptamer displacement from GRK2. inhibition of aptamer binding, % at 10 µM. 330,000 tested, 0.59% active;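 active means inhibition of aptamer binding above 40%, roughly 3 SD of noise, on plates passing a quality check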;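 further: median bead fluorescence of bound FAM aptamer so fluorescent compounds give negative values; no value below 0 was filed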
GLD-1 TGE inh = GLD-1/TGE RNA complex disruptors, primary screen, biochemical, fluorescence polarization; purified GLD-1 + fluorescein TGE RNA; 320,000 tested, 0.44% active; Female germline-specific tumor suppressor gld-1 (Caenorhabditis elegans), Q17339; inhibition, % at 5.96 µM;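 active means percent inhibition above a per-plate cutoff, the plate mean of test compounds plus 3 SD, cut at about 30% in these data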;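 further: 0% = DMSO wells with GLD-1 and probe and 100% = wells lacking GLD-1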
Target sequence (Q17339 whole entry, looked up): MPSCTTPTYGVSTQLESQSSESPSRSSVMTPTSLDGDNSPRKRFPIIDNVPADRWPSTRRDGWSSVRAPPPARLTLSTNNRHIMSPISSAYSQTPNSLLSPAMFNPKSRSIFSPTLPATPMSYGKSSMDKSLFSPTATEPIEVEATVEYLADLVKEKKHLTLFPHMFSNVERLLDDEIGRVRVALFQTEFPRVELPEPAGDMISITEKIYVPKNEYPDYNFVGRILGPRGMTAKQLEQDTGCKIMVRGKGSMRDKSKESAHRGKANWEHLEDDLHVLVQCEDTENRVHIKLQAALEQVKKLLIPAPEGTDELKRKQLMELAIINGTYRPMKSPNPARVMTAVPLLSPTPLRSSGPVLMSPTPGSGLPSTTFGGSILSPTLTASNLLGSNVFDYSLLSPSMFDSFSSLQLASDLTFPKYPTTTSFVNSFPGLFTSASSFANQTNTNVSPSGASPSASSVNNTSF
Fam108B counter = mouse Fam108B serine hydrolase inhibitors, primary screen, counter-screen for RBBP9 inhibitor project, biochemical, fluorescence polarization; recombinant Fam108B, FP-Rh probe fluorescence polarization; inhibition, % at 9.51 µM; 300,000 tested, 0.33% active;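 active means inhibition above the screen mean inhibition plus 3 SD, computed separately per campaign, cut at about 18% in these data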;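 further: inhibitors lower polarization as less probe binds the enzyme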
CIT2-GFP yeast = modulators of CIT2-GFP expression in yeast, primary screen, S. cerevisiae, GFP fusion, multiplex flow cytometry, MLPCN library; S. cerevisiae CIT2-GFP strain, 3 h; 100 means same as DMSO wells; GFP response vs DMSO, % at 10 µM; 320,000 tested, 0.065% active; AID 2029, 2009;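 active means GFP response relative to DMSO above a set limit, near the screen mean plus 3 SD, cut at about 150% in these data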;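 further: ratio of well median GFP fluorescence to mean of DMSO wells on the plate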
* hit, by the source's call; i = inactive; · = no result given. Compounds as they come, and some 2.2% of all compounds hit somewhere here.

(1) O=C(O)C1CC=CCC1C(=O)Nc1ccc(S(=O)(=O)N2CCCc3ccccc32)cc1 (centres undefined)
(2) O=C(Nc1ccc(Cl)c(Cl)c1)c1ccncc1
(3) CN(C)S(=O)(=O)c1ccc2c(c1)nc(CCC(=O)NCCc1ccc(Cl)cc1)n2C
(4) O=C(CC1(O)C(=O)N(Cc2ccccc2)c2ccccc21)c1ccncc1 (centres undefined)
(5) O=C1c2cccc(OCc3ccc(F)cc3)c2CCN1Cc1ccccc1
entry no.,1,2,3,4,5
VLA-4 inh,13,10,13,12,13
MEX-5 binding,-1.5,-1.9,1.2,0.1,-3.4
CIT2-GFP yeast,99,107,100,85,94
Bcl-xL primary,3,-3,-2,4,2
GRK2 inh,2,0,3,0,0
AGP1 TOR yeast,107,101,104,79,97
GLD-1 TGE inh,-2,-2,5,11,2
Fam108B counter,-1,-2,-1,1,-8
MCL1-BIM inh,2,5,2,0,1

(6) O=C(CNC(=O)c1cccc(F)c1)N/N=C/c1cccs1
(7) O=c1c2c([nH]c3ccccc13)CCCC2
(8) C=CCN(C(=O)CSc1nc2c(sc3ccccc32)c(=O)n1CCN(CC)CC)c1ccccc1
(9) Clc1cccc2c1CCN(Cc1nc(-c3cnccn3)no1)C2
(10) CCn1c(SCC(=O)OC2CCCCC2)nc2ccccc2c1=O
entry no.,6,7,8,9,10
VLA-4 inh,-11,2,9,1,3
MEX-5 binding,-0.3,0.6,0.3,1.4,-0.2
CIT2-GFP yeast,95,100,101,97,88
Bcl-xL primary,5,6,5,7,0
GRK2 inh,2,0,0,0,0
AGP1 TOR yeast,92,101,115,102,100
GLD-1 TGE inh,2,2,12,3,6
Fam108B counter,-4,-2,-2,-3,7
MCL1-BIM inh,9,6,0,2,-2

(11) CS(=O)(=O)CCC(C(=O)OCc1ccc(Br)cc1)N1C(=O)c2ccccc2C1=O (centres undefined)
(12) O=C(Nc1ccc(S(=O)(=O)N2CCOCC2)cc1)C1CCN(S(=O)(=O)c2ccccc2)CC1
(13) ClC(CCN1CCN(Cc2ccccc2)CC1)c1ccccc1 (centres undefined)
(14) C=CCN1C(=O)/C(=C\C=C2\N(C)c3ccccc3C2(C)C)SC1=S
(15) Cc1onc(C(=O)Nc2ccc(OC(F)(F)F)cc2)c1[N+](=O)[O-]
entry no.,11,12,13,14,15
VLA-4 inh,0,-4,2,i,9
MEX-5 binding,-0.4,2.2,-0.3,-1.4,1.8
CIT2-GFP yeast,94,101,87,102,99
Bcl-xL primary,3,-12,4,-29,4
GRK2 inh,2,1,·,1,2
AGP1 TOR yeast,92,108,97,101,98
GLD-1 TGE inh,5,3,0,-31,-1
Fam108B counter,-5,-2,0,1,-4
MCL1-BIM inh,2,-15,4,-133,5

Exported with two lines to a compound: entries from further up.
Under each structure – VLA-4 inh, MEX-5 binding, CIT2-GFP yeast, Bcl-xL primary, GRK2 inh, AGP1 TOR yeast, GLD-1 TGE inh, Fam108B counter, MCL1-BIM inh
[14] C=CCN1C(=O)/C(=C\C=C2\N(C)c3ccccc3C2(C)C)SC1=S
    i, -1.4, 102, -29, 1, 101, -31, 1, -133
[15] Cc1onc(C(=O)Nc2ccc(OC(F)(F)F)cc2)c1[N+](=O)[O-]
    9, 1.8, 99, 4, 2, 98, -1, -4, 5

(next part)
(16) COc1cc(CN2CC(C)CC(C)C2)cc([N+](=O)[O-])c1O (centres undefined)
(17) CCOc1ccccc1NC(=O)N1CCC(c2nc3ccccc3[nH]2)CC1
(18) COc1ccc(N(C(=O)c2snc(C(N)=O)c2N)C(C(=O)NCc2ccccc2)c2ccc(F)cc2)c(OC)c1 (centres undefined)
(19) NC(=O)NC(=O)CN1c2cccc3cccc(c23)S1(=O)=O
(20) COc1ccccc1OC(C)C(=O)N1CCC(Cc2ccccc2)CC1 (centres undefined)
entry no.,16,17,18,19,20
VLA-4 inh,15,-7,-1,-1,9
MEX-5 binding,1.0,0.3,-0.6,2.4,-3.0
CIT2-GFP yeast,106,100,98,93,98
Bcl-xL primary,4,7,-3,8,-1
GRK2 inh,0,0,0,0,0
AGP1 TOR yeast,96,96,88,96,100
GLD-1 TGE inh,6,-2,-1,4,5
Fam108B counter,3,8,-4,6,-2
MCL1-BIM inh,-2,7,-10,7,-9

(21) O=c1c2c(nc3n1CCCCC3)-c1ccccc1CC21CCCCC1
(22) Cc1ccc(S(=O)(=O)N2CCC(C(=O)Nc3ccc4c(c3)COC4=O)CC2)cc1
(23) C=CCn1c(CNC(=O)c2ccccc2F)nnc1SCC(=O)NC(C)c1ccccc1 (centres undefined)
(24) CS(=O)(=O)N1CCN(c2ccc(C(=O)N3CCOCC3)cc2[N+](=O)[O-])CC1
(25) O=C(O)CCCC(=O)N1N=C(c2ccco2)CC1c1ccco1 (centres undefined)
entry no.,21,22,23,24,25
VLA-4 inh,10,-13,9,20,-4
MEX-5 binding,0.3,-0.6,1.2,-0.7,-2.4
CIT2-GFP yeast,91,102,106,97,105
Bcl-xL primary,0,1,-4,2,7
GRK2 inh,0,1,2,1,3
AGP1 TOR yeast,89,109,103,97,103
GLD-1 TGE inh,-3,0,5,2,3
Fam108B counter,1,-1,3,4,2
MCL1-BIM inh,-1,4,1,-2,15

(26) O=C(CN(C(=O)c1csnn1)c1ccccc1Cl)NCCc1ccccc1
(27) Cc1ccc(S(=O)(=O)N(C)CC(=O)O/N=C(\N)c2ccccn2)cc1
(28) O=C(OCc1nnc(-c2cccs2)o1)C1=NN(c2ccccc2)C(=O)CC1
(29) O=C(/C=C/c1ccco1)NC(=S)Nc1ccccc1O
(30) COc1ccc(CCN(C)C(=O)CCNC(=O)c2ccc(Br)cc2)cc1OC
entry no.,26,27,28,29,30
VLA-4 inh,-1,12,2,-7,4
MEX-5 binding,1.1,-6.2,·,-17,3.1
CIT2-GFP yeast,103,98,103,90,109
Bcl-xL primary,6,-1,-1,16,5
GRK2 inh,5,100*,0,1,0
AGP1 TOR yeast,104,94,102,102,100
GLD-1 TGE inh,-3,4,5,11,2
Fam108B counter,7,1,·,8,3
MCL1-BIM inh,13,1,-5,28,7

3 entries from above in a different format.
No. | Structure | VLA-4 inh | MEX-5 binding | CIT2-GFP yeast | Bcl-xL primary | GRK2 inh | AGP1 TOR yeast | GLD-1 TGE inh | Fam108B counter | MCL1-BIM inh
30 | COc1ccc(CCN(C)C(=O)CCNC(=O)c2ccc(Br)cc2)cc1OC | 4 | 3.1 | 109 | 5 | 0 | 100 | 2 | 3 | 7
29 | O=C(/C=C/c1ccco1)NC(=S)Nc1ccccc1O | -7 | -17 | 90 | 16 | 1 | 102 | 11 | 8 | 28
26 | O=C(CN(C(=O)c1csnn1)c1ccccc1Cl)NCCc1ccccc1 | -1 | 1.1 | 103 | 6 | 5 | 104 | -3 | 7 | 13

Next section:
(31) Cc1ccc(OCC(=O)NNC(=O)CSc2ncnc3sc(C)c(C)c23)cc1
(32) Cc1ccc(C)c(NC(=S)NCCCN2CCOCC2)c1
(33) Cc1ccn2c(=O)nc(SCC(=O)N3N=C(c4cccs4)CC3c3ccc(F)cc3)nc2c1 (centres undefined)
(34) CC(=O)N1N=C(c2ccc(C)o2)CC1c1ccc(F)cc1 (centres undefined)
(35) COc1ccc(Nc2cc(C(=O)NCCCOC(C)C)c3ccccc3n2)c(OC)c1
entry no.,31,32,33,34,35
VLA-4 inh,-6,17,-11,6,7
MEX-5 binding,2.4,0.3,2.7,-0.8,-2.2
CIT2-GFP yeast,96,92,92,95,115
Bcl-xL primary,6,1,0,4,1
GRK2 inh,4,0,5,0,0
AGP1 TOR yeast,86,96,110,95,95
GLD-1 TGE inh,2,-4,-6,1,-9
Fam108B counter,0,0,-2,5,4
MCL1-BIM inh,4,2,0,0,5

(36) COc1ccc(-c2noc(CCC(=O)NCC3CCCO3)n2)cc1OC (centres undefined)
(37) Cc1cc(OCc2cc(C(=O)NCc3csc(C(C)C)n3)no2)cc(C)c1Cl
(38) Cc1ccc2nc3c(cc2c1)c(C)nn3-c1ccccc1
(39) CC(O)CNc1nc2ccccc2n1CC(=O)NCCc1ccc(Cl)cc1 (centres undefined)
(40) CC1CN(C(=O)c2cc3cc([N+](=O)[O-])ccc3s2)CC(C)O1 (centres undefined)
entry no.,36,37,38,39,40
VLA-4 inh,0,-9,-13,0,-3
MEX-5 binding,0.2,2.2,0.1,-2.4,0.9
CIT2-GFP yeast,100,97,102,103,76
Bcl-xL primary,4,5,0,-9,6
GRK2 inh,0,0,0,0,0
AGP1 TOR yeast,98,85,99,99,92
GLD-1 TGE inh,-1,3,2,2,2
Fam108B counter,1,-6,8,-1,4
MCL1-BIM inh,-3,7,-3,-7,1

(41) CC(=O)c1cccc(NC(=O)N2CCC(NC(=O)C34CC5CC(CC(C5)C3)C4)CC2)c1
(42) CC(=O)N1CCCc2ccccc21
(43) c1ccc(-n2nnc(-c3cccnc3)n2)cc1
(44) CC1CCN(CCNC(=O)C2CCCN(S(=O)(=O)c3cccc4nsnc34)C2)CC1 (centres undefined)
(45) O=C(/C=C/c1ccc(F)cc1)N1CCN(S(=O)(=O)/C=C/c2ccccc2)CC1
(46) O=C(NNC(=O)c1cc(-c2ccco2)nc2ccccc12)c1ccccc1
(47) CNC(=O)c1ccccc1NC(=O)c1cccc(S(=O)(=O)N2CCC(C)CC2)c1
(48) Cc1[nH]nc2c1C(c1ccc3c(c1)OCO3)C(C#N)=C(N)O2 (centres undefined)
entry no.,41,42,43,44,45,46,47,48
VLA-4 inh,11,-7,·,-2,-18,-7,2,26
MEX-5 binding,0.0,-0.4,-2.8,-0.9,-0.3,2.0,1.3,-3.1
CIT2-GFP yeast,101,97,·,103,121,85,91,77
Bcl-xL primary,0,5,3,6,-3,35*,1,7
GRK2 inh,0,0,·,0,0,0,4,2
AGP1 TOR yeast,113,103,·,100,109,101,90,82
GLD-1 TGE inh,4,6,7,-6,-4,28,-1,1
Fam108B counter,8,2,-34,0,-2,-11,3,-1
MCL1-BIM inh,-5,13,4,3,4,39,-1,-3

Screening results deposited in PubChem BioAssay by several laboratories.
